NS5 inhibitors: Dengue-2 NS5 methyltransferase inhibitors, primary screen, biochemical, confirmation dose response (AID 588689); Dengue-2 NS5 methyltransferase capping enzyme assay, biochemical; higher % means a stronger effect; inhibition, % at 25 µM, or IC50 in µM where a hit was titrated; actives 0.3% (n = 340,000); in the data active = a potency from the dose series; inconclusive = inhibition above about 29% without an active follow-up result
LYP inhibition: PTPN22 lymphoid phosphatase activity blockers – biochemical, fluorescence intensity, uHTS (AID 1779); recombinant LYP phosphatase, fluorescence intensity; higher % means a stronger effect; one-dose inhibition, % at 11.5 µM; IC50 in µM for titrated hits; actives 0.054% (n = 290,000); in the data active = inhibition above about 50%;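 also: plate controls were vehicle with enzyme for no effect and no enzyme for full effect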
MgcRacGAP inhibition: MgcRacGAP GTPase-activating activity inhibitors, confirmation, biochemical, ADP Hunter fluorescence. MgcRacGAP-stimulated Rac1 GTP hydrolysis, ADP Hunter fluorescence; higher % means a stronger effect; GST-tagged Rac1 F28L mutant substrate. one-dose inhibition, % at 30 µM; IC50 in µM for titrated hits. actives 0.6% (n = 340,000). AID 624330;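 active = first-screen hits whose inhibition reached a set limit at any dose in the follow-up dose series; inconclusive = inhibition above the set first-screen limit but never retested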;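 also: fluorescence reports GDP produced by GAP-driven GTP hydrolysis; strong numbers were not always called active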
Siah-1 displacement: Siah-1 peptide-binding antagonists, primary screen, biochemical, fluorescence polarization, rhodamine-plectin, uHTS (AID 1817); Siah-1 / rhodamine-plectin peptide fluorescence polarization; higher % means a stronger effect; one-dose displacement, % at 20 µM; IC50 in µM for titrated hits; actives 0.02% (n = 290,000);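 active = displacement of at least 50% at 20 µM, with a fluorescence ratio check between 0.3 and a set limit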;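 also: plate controls were Siah plus tracer with DMSO for no effect and tracer alone without Siah for full effect; strong numbers were not always called active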
AID2073: disruptors of CaV2.2 binding to Mint1 – biochemical, HTRF (AID 2073); HTRF protein-protein interaction, Mint1-CaV2.2; higher % means a stronger effect; inhibition, % at 20 µM, or IC50 in µM where a hit was titrated; actives 0.19% (n = 290,000); in the data active = inhibition mostly above about 51%, no sharp cut-off; inconclusive = no clear call, values can overlap the other calls; inactive = mostly below about 53%; also: some results filed as inactive read as strong as hits
HIV peptide binding: inhibitors of HIV fusion peptide binding, primary screen, biochemical, uHTS, fluorescence dequenching (AID 1986); cell-free peptide binding, fluorescence dequenching, 30 min; higher % means a stronger effect; inhibition, % at 20 µM; hits with a dose series show IC50 in µM; actives 0.3% (n = 290,000); in the data active = inhibition mostly above about 52%, no sharp cut-off; inactive = mostly below about 76%; also: some results filed as inactive read as strong as hits
RSV antiviral HEp-2: inhibition of RSV-induced cytopathic effect – HEp-2 cells, primary 10 µM value included (AID 2391) | HEp-2 cells, RSV-induced CPE inhibition; higher % means a stronger effect | CPE inhibition, % at 10 µM; hits with a dose series show IC50 in µM | actives 0.13% (n = 310,000); in the data active = a potency from the dose series; inconclusive = CPE inhibition mostly from about 23% at the one dose, without a potency; inactive = the rest, 99 in 100 with CPE inhibition below about 21%; also: strong numbers were not always called active
SV40 large T antigen: TAg ATPase/helicase activity blockers – biochemical (AID 1903) | SV40 large T antigen ATPase/helicase inhibition assay; higher % means a stronger effect | actives 0.39% (n = 310,000) | one-dose inhibition, % at 20 µM; IC50 in µM for titrated hits; in the data active = a potency from the dose series; inconclusive = inhibition mostly from about 32% at the one dose, without a potency; inactive = the rest, 99 in 100 with inhibition below about 32%; also: strong numbers were not always called active
XIAP displacement: small molecules displacing peptide from XIAP – biochemical, IAP family, fluorescence polarization (AID 1018). displacement, % at 20 µM; hits with a dose series show IC50 in µM. actives 0.007% (n = 200,000). XIAP BIR domain, fluorescence polarization peptide displacement; higher % means a stronger effect; in the data active = displacement above about 50%; also: a part of the inactive calls stands beside numbers as strong as those of hits
NS5 inhibitors pilot replicate: also measured in NS5 inhibitors; calls as there; inhibition, %; measured here: pilot screen replicate inhibition
Numbers without * were called inactive; ? = inconclusive; nt = not tested or not shown; & = joins results of further samples.

SMILES	NS5 inhibitors	LYP inhibition	MgcRacGAP inhibition	Siah-1 displacement	AID2073	HIV peptide binding	RSV antiviral HEp-2	SV40 large T antigen	XIAP displacement	others
O=C(CN1CCN(Cc2ccccc2Cl)C1=O)NC1CCCCCC1	-4%	-4%	2%	0%	2%	1.3%	2.2%	5%	-4.2%
COc1ccc2c(c1)CCc1c(C(=O)NCc3ccco3)noc1-2	-3%	-11%	-5%	2%	-4%	1.1%	2.4%	5%	-4.3%
COc1ccc2[nH]c3c(c2c1)CCN1C(=O)N([C@@H](C)C(=O)NC2CCCC2)C(=O)[C@]31C	0%	-10%	3%	0%	-3%	2.2%	1.5%	11%	nt
Cn1c(=O)n(CC(=O)O)c(=O)c2c1nc1n2CCCN1Cc1ccccc1	0%	-10%	15%	-5%	14%	-2.5%	0.5%	0%	nt	NS5 inhibitors pilot replicate=2.4
COc1ccc(C(=O)C2CCCN(C(=O)c3csc(C(C)=O)c3)C2)c(C)c1 (configuration not stated)	-2%	-3%	11%	-3%	2%	1.4%	0.6%	5%	nt
CC(=O)Nc1cccc(-c2csc(Nc3cccc(C)n3)n2)c1	-2%	-1%	14%	0%	6%	0.4%	42%	-6%	-1.9%
Cc1cc(Oc2nnnn2-c2ccccc2)ccc1Cl	-9%	-4%	1%	-3%	-6%	-0.4%	0.9%	8%	-1.7%	NS5 inhibitors pilot replicate=2.0
CC(C)SCc1cc(N2CCCC2)nc(-c2ccccc2)n1	0%	0%	8%	-7%	-1%	-0.7%	13%	6%	-3.3%
C[C@H](C(O)c1ccccc1)N(C)C(=O)CN (some centres not stated)	1%	-10%	0%	4%	9%	-1.1%	-1.4%	9%	nt
CC1(C)SC2[C@H](NC(=O)C(NC(=O)N3CCNC3=O)c3ccccc3)C(=O)N2C1C(=O)O (some centres not stated)	nt	-1%	nt	-3%	1%	6.7%	nt	6%	-5.6%
Cc1cc(S(=O)(=O)N2CCC(N3CCCCC3)CC2)ccc1-n1cnnn1	-3%	-4%	7%	-3%	20%	-0.7%	0.2%	1%	-1.5%
COC(=O)c1ccc(Oc2ccc(S(=O)(=O)N3CCCCC3)cc2N)cc1	-9%	-1%	6%	-1%	6%	-0.4%	19%	9%	nt
CN(C)c1ccc(/C=N/NC(=S)NCc2ccco2)cc1	-4%	12%	21%	-5%	-9%	-0.5%	0.8%	25%	-9.1%
CC(C)(C)c1ccc(/C=C(\C#N)C(=O)Nc2ccccn2)cc1	-6%	-4%	8%	12%	1%	0.0%	5.1%	8%	nt
COCCCNC(=O)CSc1nc2ccccc2c(=O)n1Cc1ccc2c(c1)OCO2	0%	5%	6%	-4%	3%	0.8%	3.3%	24%	0.3%
CSc1nnc(C)c(/C=C/Nc2ccc(C)cc2)n1	-43%	-2%	2%	0%	-11%	-0.2%	?	27%	16%
Cc1ccccc1OCCCCn1c(CO)nc2ccccc21	-3%	0%	-3%	1%	-17%	1.6%	0.7%	16%	-1.1%
CC1CCCC(C)N1S(=O)(=O)c1ccc(S(=O)(=O)NCCc2ccncc2)cc1 (configuration not stated)	-3%	0%	10%	2%	-6%	-2.0%	1.2%	-6%	-1.5%
COCCn1c(=S)[nH]c2ncccc2c1=O	-6%	-10%	4%	-2%	-15%	0.9%	1.1%	9%	0.2%
CC(C)CNC(=S)NC1CCCC1	-11%	-4%	7%	6%	-6%	1.4%	1.8%	5%	-7.7%	NS5 inhibitors pilot replicate=-5.0
Cc1cccc(OCC(=O)Nc2ccc3c(c2)OCCO3)c1	-8%	-6%	5%	2%	-1%	-0.2%	1.0%	1%	-3.8%
COc1cccc2c1OC1(C)CC2NC(=O)N1 (configuration not stated)	-1%	-10%	5%	10%	8%	-0.4%	-0.4%	6%	-5.8%
CC(OC(=O)C1CCCO1)C(=O)NC1CCCC1 (configuration not stated)	-5%	-7%	6%	0%	10%	7.9%	1.3%	-2%	-6.1%
Cc1onc(-c2ccccc2)c1C(=O)N(Cc1ccccc1)C(C)C	-4%	-8%	-4%	12%	10%	1.0%	3.6%	11%	nt
O=C(NCc1ccco1)/C(=C/c1ccc(F)cc1)NC(=O)c1ccccc1	0%	-12%	2%	12%	6%	2.0%	2.0%	5%	nt
CCN1C(=O)C(O)(CC(=O)C(C)(C)C)c2cc(Br)ccc21 (configuration not stated)	-9%	-10%	0%	4%	-7%	0.0%	-0.8%	2%	-2.1%
COCCNC(=O)CCc1nnc(C2(c3ccc(Cl)cc3)CCC2)o1	-4%	-8%	8%	-1%	-12%	0.6%	0.3%	4%	-15%
O=C(NC1CCCCCC1)c1cccnc1Sc1ccc(Cl)cc1	-3%	-8%	-1%	11%	-8%	2.7%	2.4%	53%	-4.6%
CNc1ccccc1C(=O)OCC(=O)N(CCOC)c1c(N)n(CC(C)C)c(=O)[nH]c1=O	1%	nt	1%	nt	nt	nt	-1.2%	10%	nt
CCc1cccc(C)c1NS(=O)(=O)c1c(C)nc2sccn2c1=O	-2%	-2%	1%	3%	1%	1.6%	1.4%	nt	nt
CC(C)CC(=O)N/C(N)=N/c1nc2ccccc2o1	13%	-2%	5%	14%	-5%	0.0%	5.5%	6%	nt
CCCN(CCC)CCNC(=O)C(NS(=O)(=O)c1ccc2c(c1)CCC(=O)N2)c1ccccc1 (configuration not stated)	0%	-11%	-2%	-4%	-6%	0.2%	-0.3%	5%	-4.4%
Cc1cccc(C)c1NC(=O)C(C)c1ccc(-c2ccccc2)c(F)c1 (configuration not stated)	-2%	1%	12%	2%	18%	-0.2%	7.0%	20%	-7.5%
Cc1ccc(-n2cnn(-c3ccc([N+](=O)[O-])cc3[N+](=O)[O-])c2=O)cc1	-5%	-2%	-1%	-4%	9%	-1.9%	0.3%	26%	nt
O=C(Nc1cccnc1)c1ccccc1O	-4%	-6%	12%	0%	-17%	-1.8%	2.9%	-4%	-6.5%
C=CCn1c(SCC(=O)NC(=O)NCc2ccco2)nc2sc(CC)cc2c1=O	-8%	-6%	11%	8%	27%	3.5%	2.6%	27%	-1.0%
CCOc1ccc(NC(=S)N(Cc2ccc(Cl)cc2)Cc2ccco2)cc1	-2%	6%	5%	-3%	1%	2.6%	19%	3%	-2.5%
COC(=O)c1ccc(NC(=O)Cn2nnc3ccccc32)cc1	nt	-2%	8%	5%	1%	1.8%	0.9%	0%	-4.0%
O=C(CN1C2=NCCCN2c2ccccc21)c1cccs1	-6%	-10%	-10%	6%	-4%	-2.8%	1.6%	1%	-5.1%
C=CCOc1c(CCC)cc(CCC)cc1C(N)=O	-5%	-8%	10%	12%	4%	-0.2%	-1.3%	-21%	nt
CC1CC(C)(C)NC(=S)N1CCCC(=O)NCCc1ccc(Cl)cc1 (configuration not stated)	-1%	3%	-3%	6%	-14%	-1.5%	1.8%	23%	-8.1%
Cc1cccc(CN2CCN(c3nc4nonc4nc3NC3CC3)CC2)c1	5%	-2%	-7%	-2%	6%	6.4%	0.1%	6%	3.5%
NC(=S)N(c1ccccc1)c1ccccc1	-9%	-3%	10%	-6%	-6%	-1.4%	4.6%	17%	2.9%
O=C(Nc1ccc2c(c1)OCCO2)c1cnc2n(c1=O)CCS2	-1%	3%	1%	2%	0%	0.5%	6.7%	1%	-7.7%
Cc1cc([N+](=O)[O-])nn1CC(=O)Nc1ccc(F)cc1	2%	-6%	4%	2%	7%	-2.2%	-0.1%	12%	-5.8%
CN(C)S(=O)(=O)N1CCN(CC(=O)Nc2cc(Cl)ccc2Cl)CC1	-2%	3%	-1%	7%	0%	0.9%	4.7%	29%	0.3%
Cc1ccc(NC(=O)CNC(=O)Cc2cccc3ccccc23)c(O)c1	-2%	nt	8%	nt	nt	nt	-1.4%	11%	nt
COCCn1c(-c2cccc(Br)c2)nc2c(c(=O)c3ccccc3n2C)c1=O	5%	16%	6%	7%	19%	1.6%	46%	8%	nt
CN(Cc1ccccc1)S(=O)(=O)c1ccc2c(c1)OCCO2	-5%	-3%	2%	0%	-2%	1.8%	5.0%	19%	-2.0%
Cc1oc2ccc(OS(C)(=O)=O)cc2c1C(=O)OC(C)C	nt	-9%	4%	-6%	1%	1.8%	22%	12%	-6.8%
O=C(c1ccc2nc(N3CCOCC3)sc2c1)N1CCC(Cc2ccccc2)CC1	-4%	-1%	1%	-2%	6%	1.0%	3.5%	2%	-5.9%
O=[N+]([O-])c1ccccc1Oc1ccc(Cl)c2cccnc12	-7%	-4%	5%	9%	6%	-0.2%	3.3%	9%	-8.4%
COc1ccc(OC)c(NC(=O)CSCc2cnn(-c3ccccc3)c2-n2cccc2)c1	2%	3%	10%	6%	-5%	1.3%	3.6%	2%	-3.1%
COc1ccc(C(=O)N[C@H](C(=O)Nc2ccc(OC)nc2)C(C)C)cc1	2%	-9%	14%	3%	0%	0.9%	0.4%	17%	-1.4%
CCN(CC)C(=O)C12CC3CC(CC(Cl)(C3)C1)C2	0%	-7%	7%	5%	8%	-1.2%	0.9%	-1%	0.1%
C[C@@H](C(=O)NCc1ccccc1)N1C(=O)C2CC=CCC2C1=O (some centres not stated)	-4%	-1%	6%	-3%	12%	-1.5%	0.6%	7%	-1.2%
COc1ccc(C(=O)Nc2ccnn2C2CCN(Cc3cn(C)nc3C)CC2)cc1	1%	-8%	1%	-4%	4%	0.5%	0.7%	8%	nt
O=C(O)CCCCCCC1C(=O)NC(=O)N1CCC(O)C1CCCCC1 (configuration not stated)	4%	-9%	-7%	-5%	47%	0.4%	-0.5%	26%	-8.8%
Cc1nc2ccccc2nc1CSc1nncs1	-1%	-5%	8%	7%	11%	1.5%	-1.1%	14%	-5.0%
CCc1nnc(NC(=O)c2ccc(S(=O)(=O)N(CCOC)CCOC)cc2)o1	4%	-6%	5%	-1%	-7%	-0.5%	3.4%	1%	-7.1%

The last two compounds of the part before lead into the next.
SMILES	NS5 inhibitors	LYP inhibition	MgcRacGAP inhibition	Siah-1 displacement	AID2073	HIV peptide binding	RSV antiviral HEp-2	SV40 large T antigen	XIAP displacement	others
Cc1nc2ccccc2nc1CSc1nncs1	-1%	-5%	8%	7%	11%	1.5%	-1.1%	14%	-5.0%
CCc1nnc(NC(=O)c2ccc(S(=O)(=O)N(CCOC)CCOC)cc2)o1	4%	-6%	5%	-1%	-7%	-0.5%	3.4%	1%	-7.1%
C/C(CC(=O)c1ccccc1)=N\NC(=O)CC#N	-2%	-7%	9%	5%	1%	-2.0%	4.0%	7%	-4.7%
Cc1ccc(NC(=O)c2ccc3ccccc3n2)nc1	-7%	3%	4%	6%	1%	0.5%	7.1%	3%	-6.3%
COc1ccc(OCC(=O)Nc2nc3ccc(NC(C)=O)cc3s2)cc1	-6%	-6%	8%	9%	-8%	2.8%	1.1%	9%	-5.6%
COc1ccccc1C(=O)NC(=S)N1CCc2ccccc21	2%	0%	2%	6%	4%	0.7%	-1.1%	10%	-1.7%
CCc1cc(Cl)c(OC)c(C(=O)NC[C@@H]2CCCN2CC)c1O	-1%&-5%	nt	6%&5%	nt	nt	nt	-2.5%	16%	nt

Source: PubChem
